BoNT A protease: BoNT A light chain protease inhibition | AID 588499 | multiplex microsphere protease substrate cleavage, flow cytometry | 0.17% of 360,000 active | inhibition, % at 10 µM; note: plate controls were buffer without enzyme for full effect and enzyme alone for no effect
PfHsp40 rescue: rescue of PfHsp40-mediated yeast toxicity | AID 504582 | 0.68% of 340,000 active | S. cerevisiae expressing PfHsp40, growth rescue, ATP luminescence | growth rescue, % at 12.5 µM; in the data active = growth rescue above about 28%, passing the limit was not always enough;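 note: yeast W303a lacking pdr1 and pdr3 grown in galactose medium; growth measured after three days at 30 °C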
VHR inh abs: inhibitors of human VHR1 phosphatase (DUSP3) | P51452 | inhibition, % at 13.3 µM | AID 1654 | recombinant VHR phosphatase, pNPP absorbance | 0.52% of 290,000 active; in the data active = inhibition above about 50%; note: some compounds called inactive have numbers as strong as hits
Target sequence (P51452 whole entry, looked up): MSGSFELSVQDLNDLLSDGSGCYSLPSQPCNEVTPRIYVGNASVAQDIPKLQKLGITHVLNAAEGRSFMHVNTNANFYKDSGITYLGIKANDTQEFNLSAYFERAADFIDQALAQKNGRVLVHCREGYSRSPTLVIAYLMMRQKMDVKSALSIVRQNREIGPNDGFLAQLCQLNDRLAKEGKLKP
Vc quorum ag: inducers of Vibrio cholerae quorum light production without autoinducers; activation, % at 18.7 µM; 0.16% of 350,000 active; AID 588436; V. cholerae BH1578 lux reporter, luminescence, 6 h; in the data active = activation mostly above about 9.7%, no sharp cut-off; note: not every result past the cut was called active; inactives centre near 0; reference of the scale not given here
SSB-PriA inh: inhibitors of Klebsiella pneumoniae PriA binding to SSB C-terminal tail; inhibition, % at 33 µM; AID 1272365; AlphaScreen SSBct-PriA binding, biotinylated peptide; 0.6% of 430,000 active; in the data active = inhibition mostly above about 37%, no sharp cut-off; inactive = mostly below about 20%;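 note: plate controls were negative control peptide for no effect and reference peptide for full effect; strong numbers were not always called active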
Anthrax LF prot: anthrax lethal factor protease inhibition; P15917; multiplex microsphere protease cleavage assay, LF; inhibition, % at 10 µM; 0.12% of 360,000 active; note: plate controls were buffer without enzyme for full effect and enzyme alone for no effect
Target sequence (P15917 whole entry, looked up): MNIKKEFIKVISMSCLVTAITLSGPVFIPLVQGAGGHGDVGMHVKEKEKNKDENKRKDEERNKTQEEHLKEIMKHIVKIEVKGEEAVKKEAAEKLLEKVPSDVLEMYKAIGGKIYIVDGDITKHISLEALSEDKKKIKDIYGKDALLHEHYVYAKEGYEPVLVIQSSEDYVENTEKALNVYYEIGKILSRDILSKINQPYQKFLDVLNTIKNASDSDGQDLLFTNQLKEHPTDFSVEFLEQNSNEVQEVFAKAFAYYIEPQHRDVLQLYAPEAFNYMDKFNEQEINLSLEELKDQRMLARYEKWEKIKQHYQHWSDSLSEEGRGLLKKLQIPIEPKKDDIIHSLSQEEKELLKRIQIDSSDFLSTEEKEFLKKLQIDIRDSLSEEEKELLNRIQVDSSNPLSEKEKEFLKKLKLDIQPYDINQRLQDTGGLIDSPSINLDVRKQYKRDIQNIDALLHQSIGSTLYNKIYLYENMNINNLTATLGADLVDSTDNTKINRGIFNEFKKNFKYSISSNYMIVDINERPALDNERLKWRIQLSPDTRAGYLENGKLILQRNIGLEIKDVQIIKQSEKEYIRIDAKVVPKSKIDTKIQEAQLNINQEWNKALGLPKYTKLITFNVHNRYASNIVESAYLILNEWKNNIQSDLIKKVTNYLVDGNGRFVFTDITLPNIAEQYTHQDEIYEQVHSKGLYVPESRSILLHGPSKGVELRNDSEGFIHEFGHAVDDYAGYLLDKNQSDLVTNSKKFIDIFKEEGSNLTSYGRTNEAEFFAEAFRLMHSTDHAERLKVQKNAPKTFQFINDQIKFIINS
3CLpro inhibitor: SARS-CoV 3CLpro protease inhibition; inhibition, % at 6 µM; recombinant SARS-CoV 3CLpro, quenched FRET peptide cleavage; 0.14% of 290,000 active; P0C6X7; in the data active = inhibition above about 12%
Yp Topo-I inh: inhibitors of Yersinia pestis topoisomerase I. activity, % at 10 µM. 0.064% of 360,000 active. Y. pestis Topo-I cleavage product accumulation, plate reader; in the data active = activity above about 50%, passing the limit was not always enough; note: inactives centre near 2
TcdB inh: TcdB glycohydrolase inhibition | P18177 | TcdB glycohydrolase enzymatic assay, plate reader | inhibition, % at 9.99 µM | 0.24% of 350,000 active; in the data active = inhibition above about 10%
CCHF vOTU inh: CCHFV vOTU protease inhibition. Pep-AMC fluorescence. 0.55% of 370,000 active. inhibition, % at 11.5 µM. AID 651958; in the data active = inhibition above about 30%; note: 0% = vehicle wells with enzyme and 100% = no enzyme wells
An asterisk follows results filed as active; i = inactive; · = no result given. Cut-off read from the data, not from the text of the source, unless noted: active = inhibition above about 30%; inconclusive = no clear call, values can overlap the other calls; inactive = below that. Not all compounds are listed, so the mix of outcomes need not match the whole.

smiles	BoNT A protease	PfHsp40 rescue	VHR inh abs	Vc quorum ag	SSB-PriA inh	Anthrax LF prot	3CLpro inhibitor	Yp Topo-I inh	TcdB inh	CCHF vOTU inh
C[C@H]1CN([C@@H](C)CO)C(=O)c2cccc(NC(=O)Nc3ccc(C(F)(F)F)cc3)c2O[C@@H]1CN(C)S(=O)(=O)c1ccccc1	-0.2	0.0	·	1.0	-4.5	5.8	·	4.9	-1.2	28.0
Cc1cc(C)c(/C=C(\C#N)C(N)=S)c(C)c1	-0.1	1.2	39.0	-0.3	20.3	-2.0	0.6	-1.0	1.6	3.1
O=C(C1CCC(CNS(=O)(=O)c2ccccc2)CC1)N1CCCCC1 (configuration not stated)	1.1	-0.3	9.5	0.0	-8.3	2.4	0.7	19.2	0.6	-3.9
NS(=O)(=O)c1ccc(CCNC(=O)c2ccc(C(=O)c3ccccc3)cc2)cc1	1.9	-1.4	2.2	-0.2	-0.7	18.1	0.3	-3.1	0.2	-11.7
Cc1ccc(/C=c2\sc3nc(-c4ccccc4Br)nn3c2=O)o1	5.2	0.8	-7.5	i	·	6.6	-1.5	-7.2	·	19.5
COc1ccc(C(=O)Nc2nnc(S(=O)(=O)N3CCOCC3)s2)cc1	1.2	0.2	9.7	i	-9.0	-0.5	-3.0	1.4	-1.3	6.2
O=C(CC(=O)N/N=C/c1ccccc1)NCc1ccccc1	-0.8	-0.5	18.6	i	·	-2.8	-1.0	6.2	4.3	-7.7
CCc1ccc2c(c1)/C(=N/OC)C(=O)N2	-0.3	6.6	2.6	i	·	-1.9	4.6	-9.1	0.7	19.9
O=[N+]([O-])c1ccc(C(=S)N2CCC(Cc3ccccc3)CC2)cc1	0.0	1.5	-13.3	i	28.2	-2.7	-0.1	0.7	·	2.2
COc1cc(/C=C2\OC(=O)c3c(OC)cccc32)ccc1O	-0.4	0.0	20.1	-0.4	-32.1	-2.3	0.3	-8.4	·	4.6
CSCCC(NC(=O)/C(=C/c1ccco1)NC(=O)c1ccc(Br)o1)C(=O)O (configuration not stated)	1.5	·	3.0	-0.5	0.8	0.0	-4.2	-7.5	0.1	-10.0
Cn1c2ccc(F)cc2c2ncn(Cc3ccco3)c(=O)c21	-1.7	0.6	-14.4	-0.5	-0.8	-1.8	1.4	1.5	·	-25.4
C/C(Cl)=C/Cn1c(SCCN2CCOCC2)nc2c1c(=O)[nH]c(=O)n2C	0.1	-1.7	1.5	-0.2	5.7	5.7	-3.6	12.2	·	9.6
O=C(c1cccs1)N1N=C(c2ccc(O)cc2)CC1c1ccccc1 (configuration not stated)	-1.1	0.3	-2.2	-0.2	-19.7	0.9	0.2	-10.9	·	-6.2
O=NN(C(=O)NCc1cccnc1)C1CCCCC1	-0.3	·	·	·	·	-3.3	·	·	-0.6	-1.4
Cc1csc(NC(=O)c2cc(-c3ccco3)nc3ccccc23)n1	-0.1	-0.1	22.7	i	-2.9	0.1	0.5	2.5	-3.7	14.0
Cc1ccc2cccc(Oc3ncnc4scc(-c5ccccc5)c34)c2n1	0.3	3.0	0.4	i	-1.1	-1.4	-2.1	13.8	1.1	-7.0
c1ccc(-c2n[nH]c(-c3ccccc3)c2-c2nc3ccccc3[nH]2)cc1	-0.6	30.0*	33.8	7.7	9.5	-7.1	-0.4	5.5	·	-12.2
Cc1cccnc1C(NC(=O)C1CCN(Cc2ccc(Cl)cc2)CC1)c1ccccc1 (configuration not stated)	-0.8	·	·	-0.6	·	-5.1	·	27.2	2.3	0.8
Cc1ccc(O)c(C(=O)c2cc(C#N)c(=O)n(-c3nccs3)c2)c1	1.6	0.5	12.9	-0.2	5.0	-2.0	5.9	-3.5	0.1	-1.5
Cc1ccc(C(=O)COC(=O)CCC(=O)Nc2cccc(Cl)c2)cc1[N+](=O)[O-]	0.2	0.6	-4.3	-0.3	5.1	-1.3	1.5	-11.9	·	-7.7
O=C(O)c1ccc2[nH]c3c(c2c1)CCCC3	0.5	34.6*	11.4	-1.3	-3.7	-10.9	-2.2	2.4	0.5	-3.2
O=C(NCCc1ccccc1)C(c1ccncc1)N(C(=O)c1csnn1)C1CC1 (configuration not stated)	-0.4	0.1	-9.1	0.0	-10.9	-4.6	0.2	-5.5	·	-8.2
COc1ccc(CN(C)C(=O)c2cccc(NS(=O)(=O)c3ccccc3)c2)cc1F	-1.7	-0.1	64.0	-0.3	-15.0	1.5	-0.1	12.3	1.2	2.2
COc1ccccc1CNC(=O)CCCn1nc(C)n2ccnc2c1=O	-0.4	2.3	5.5	1.1	-9.3	-4.8	-3.7	1.6	0.7	5.9
COc1ccccc1C(=O)COC(=O)c1ccccc1OCC(=O)Nc1ccc(SC(F)F)cc1	-0.9	1.3	-16.1	i	5.2	-0.2	3.2	3.3	0.8	10.2
CCCCC[C@@H]1CCCCC[C@@H](O)C[C@H](O)[C@H](O)/C=C/C(=O)O1	0.1	·	·	·	·	-5.8	·	·	-2.3	-1.4
CCCOc1ccc(C(=O)NCc2cccnc2)cc1	-0.4	-0.8	7.9	i	-16.9	2.5	4.0	5.7	·	-13.4
COC(=O)c1nn(-c2ccc3c(c2)OCO3)cc1O	-0.6	-0.1	10.6	-0.5	-4.6	-0.1	-0.6	-5.8	·	-22.6
O=C(Nc1ccc2c(c1)OCO2)C1Cc2c(-c3ccc4c(c3)OCO4)ccnc2O1 (configuration not stated)	-0.1	·	·	-0.8	·	-2.7	·	28.2	0.2	8.5
CN(Cc1ncc[nH]1)Cc1cn(-c2ccccc2)nc1-c1ccc2c(c1)OCO2	-0.8	0.8	31.0	-0.3	7.2	-8.4	-4.7	-1.8	1.0	0.1
COc1ccc(S(=O)(=O)N(C)C)cc1NC(=O)CSc1nnc(-c2cccnc2)o1	-0.2	1.0	-0.2	-0.3	5.1	-4.7	3.1	-2.1	1.6	10.5

Three structures out of the list, arranged by length of the SMILES, falling:
smiles	BoNT A protease	PfHsp40 rescue	VHR inh abs	Vc quorum ag	SSB-PriA inh	Anthrax LF prot	3CLpro inhibitor	Yp Topo-I inh	TcdB inh	CCHF vOTU inh
CCCCC[C@@H]1CCCCC[C@@H](O)C[C@H](O)[C@H](O)/C=C/C(=O)O1	0.1	·	·	·	·	-5.8	·	·	-2.3	-1.4
COc1ccc(S(=O)(=O)N(C)C)cc1NC(=O)CSc1nnc(-c2cccnc2)o1	-0.2	1.0	-0.2	-0.3	5.1	-4.7	3.1	-2.1	1.6	10.5
COC(=O)c1nn(-c2ccc3c(c2)OCO3)cc1O	-0.6	-0.1	10.6	-0.5	-4.6	-0.1	-0.6	-5.8	·	-22.6

(continued)
smiles	BoNT A protease	PfHsp40 rescue	VHR inh abs	Vc quorum ag	SSB-PriA inh	Anthrax LF prot	3CLpro inhibitor	Yp Topo-I inh	TcdB inh	CCHF vOTU inh
O=C(COC(=O)c1ccc2ncsc2c1)NC(=O)c1ccccc1	-1.4	-0.9	-7.7	-2.1	1.3	-5.3	4.1	-4.2	-1.0	10.2
CC1Cc2nc(SCC(=O)OCc3ccccc3)n(C)c(=O)c2S1 (configuration not stated)	-0.8	0.9	-19.2	1.1	-1.1	-7.4	6.8	-3.5	1.9	3.5
CCOC(=O)N1CCN(C(=O)c2ccc3c(=O)n(-c4ccc(OC)cc4)c(=S)[nH]c3c2)CC1	-1.6	-0.3	-18.6	·	-3.9	1.1	-2.1	-12.5	·	0.4
CCCCn1c(CCn2nc(C)c(Br)c2C)n[nH]c1=S	-2.0	-0.9	10.5	0.7	10.4	-0.3	2.1	-4.8	0.8	-11.9
Cc1ccc(N(CC(=O)NCc2ccc(F)cc2)C(=O)CCC(=O)Nc2ccccn2)cc1C	-1.1	-0.2	-7.5	i	-10.4	-1.5	1.3	11.3	-2.3	-15.4
Cc1cc(C(=O)N2CCN(CCc3ccccc3)CC2)no1	0.2	0.3	20.7	i	3.0	-1.7	-1.7	-3.9	1.2	-4.8
O=[N+]([O-])c1ccc(-c2nc(NCc3cccnc3)c3ccccc3n2)cc1	1.1	-0.8	8.8	-0.6	-4.4	-2.5	-6.2	1.2	-1.3	18.7
O=C(CN1CCN(S(=O)(=O)c2ccc(Br)cc2)CC1)Nc1ccccc1F	0.0	4.7	20.4	i	-16.7	-4.4	0.5	14.8	·	12.6
CCn1cc(C(=O)OCc2ccccc2)c(=O)c2ccc(C)nc21	-0.2	1.1	18.2	9.6	-0.3	2.0	-5.4	-5.6	·	2.1
Oc1nc(-c2ccc(Cl)cc2)n2ccncc12	-0.4	-0.6	9.3	i	-8.3	-3.2	-5.0	4.3	-2.3	16.0
O=[N+]([O-])c1cc2c(cc1C=Nc1ccccc1)OCO2	0.9	0.1	27.3	-0.1	19.2	-4.4	-4.7	-6.3	·	·
O=C(N1CCCCC1)C1(c2ccccc2)CCCCC1	-0.5	-1.7	-3.6	i	-4.7	2.0	1.2	6.2	-6.8	4.7
COc1ccc(CC(=O)Nc2ccc(S(=O)(=O)N3CCCC3)cc2)c(OC)c1	0.2	-0.3	·	-0.4	0.3	-1.3	·	1.0	1.8	2.0
CCCCn1c(CCNC(=O)c2ccco2)nc2ccccc21	1.4	-0.2	-1.6	0.4	-17.8	1.0	-2.2	-7.0	2.8	-3.2
CC1(c2ccccc2Br)NC(=O)N(CC(=O)Nc2ccc(S(N)(=O)=O)cc2)C1=O (configuration not stated)	0.7	-0.4	6.9	-0.3	10.7	-1.6	-5.4	-2.2	0.4	-0.1
Nc1c(-c2cccc(Cl)c2)cnn1-c1cccc(C(F)(F)F)c1	-0.2	22.3	14.0	·	-41.3	-12.0	5.2	8.3	·	16.4
CC(=O)Nc1ccc(S(=O)(=O)N2CCSCC2)cc1	0.0	0.0	6.5	0.9	-0.4	-0.9	3.3	2.1	·	-12.0
COc1ccc(CNC(=O)c2ccc(S(=O)(=O)NCc3ccco3)cc2)cc1	-0.3	-0.9	·	-0.6	0.5	0.1	·	6.1	-8.9	14.7
COC(=O)[C@]1(C)CCC[C@@]2(C)C3CC[C@@]4(C)C[C@]3(CCC21)CC(=O)N4Cc1ccc(OC)cc1 (some centres not stated)	-0.1	-1.4	·	i	6.0	0.2	·	28.5	-4.4	15.9
Cc1ccc(NC(=O)NCCCN2CCCC2=O)cc1	2.3	-0.2	35.1	-0.2	-6.3	-1.5	0.2	-7.5	·	-18.7
Cc1cc(C)cc(C(=O)Nc2ccc(N3CCN(C(=O)c4ccco4)CC3)cc2)c1	0.4	-1.3	11.0	·	-0.5	-7.3	1.9	-7.3	0.8	5.8
COc1cccc(C2=NN(C(=O)c3cccs3)C(O)(C(F)(F)F)C2)c1 (configuration not stated)	-1.5	2.5	13.1	-0.8	-0.2	-3.2	6.2	18.3	1.5	8.6
O=C1NC[C@H](CCCCN2C[C@H](Cc3ccccc3)N(CCc3ccccc3)C(=O)C2=O)N(CCC2CCCCC2)C1=O	-0.7	·	·	·	·	-1.7	·	·	0.2	10.0
Cc1ccccc1N=C(NOCc1ccccc1)c1nonc1N	1.0	1.1	4.3	0.3	-32.8	-1.8	-0.2	7.0	·	15.1
Cc1ccc(/C=C/C(=O)NCCCn2ccnc2)cc1	-0.9	0.6	12.9	-0.2	2.3	-7.9	1.0	-9.0	-1.1	-5.4
O=c1c2ccccc2c(C=Nc2ccccc2O)c(O)n1-c1nccs1	-0.4	-0.5	13.6	-0.2	-13.5	1.2	6.2	-6.3	0.3	5.4
CCOC(=O)[C@@H](NC(=O)CC[C@H]1O[C@@H](n2cc(C)c(=O)[nH]c2=O)C[C@@H]1O)C(C)C	0.5	·	·	-0.4	·	-4.0	·	3.0	1.9	-12.0
COc1cc(C(O)c2nc(-c3cccc(C(F)(F)F)c3)cs2)ccc1F (configuration not stated)	0.5	·	·	i	·	0.8	·	6.8	0.2	12.5
COC(C/C=C\[C@H](O)[C@H](C)OCc1ccccc1)OC	0.2	-0.7	·	i	-8.5	-0.8	·	-6.0	1.1	-7.4
